Screening results from PubChem.
RXFP1 antagonist: RXFP1 (human) relaxin receptor antagonism | AID 1259400 | actives 0.59% (n = 350,000) | HEK293-RXFP1, relaxin-stimulated cAMP HTRF, 30 min; stronger effect = lower value | activity change, negative = inhibition, % at 57.5 µM;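 active = activity change of -60% or lower, but not beyond a set lower limit; inconclusive = change between -60% and -40%, or beyond the set limit; inactive = change above -40%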; also: % is scaled to controls: 0 for no effect and ±100 for the full control effect
Anesthetic bind: candidate novel general anesthetic via apoferritin binding; P02791; apoferritin/1-aminoanthracene competitive binding, fluorescence; Potency, µM (highest dose often 77.5 µM), without a hit: top-dose activity change, negative = displacement, usual class: inhibitors; actives 0.074% (n = 350,000); AID 485281; also: potency is read from the fitted curve at half-maximal effect; % is scaled to controls: 0 for no effect and ±100 for the full control effect; nearly all actives have a fitted effect of over 20% in size
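Concentration-response curves derived by four-parameter Hill fitting of normalized fluorescence, where compounds displaced 1-AMA from 10 uM horse apoferritin following a brief 10 min room-temperature incubation; propofol titration acted as positive control.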
Pol iota inh: inhibitors of human DNA polymerase iota | Potency, µM (top dose mostly 115 µM), without a hit: top-dose activity, negative = inhibition, usual class: inhibitors | Q9UNA4 | actives 1% (n = 390,000) | Pol iota fluorescent replication assay, 10 min; also: potency is read from the fitted curve at half-maximal effect
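Fluorescent replication assay read twice, at 0 min and 10 min after adding 50 nM (final) substrate. Enzyme (10 nM) and compounds were first incubated 15 min at room temperature; enzyme-free buffer wells were negative controls.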
APEX1 inh: APE1 (human) endonuclease inhibition | actives 0.35% (n = 350,000) | P27695 | recombinant APE1, TAMRA/BHQ-2 abasic DNA cleavage fluorescence | Potency, µM (doses to about 65.8 µM), without a hit: top-dose activity change, negative = inhibition, hits mostly inhibitors;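 also: potency is read from the fitted curve at half-maximal effect; plate controls were vehicle for no effect and reference inhibitor for full effect; nearly all actives have a fitted effect of over 55% in size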
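Enzyme (0.75 nM final) and test compound are incubated 15 min at room temperature before adding 50 nM quenched THF abasic-site duplex. Cleavage dequenches TAMRA, followed at 525/598 nm over three reads one minute apart.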
Pol beta inh: inhibitors of human DNA polymerase beta; Potency, µM (titrated, usually from 114 µM), without a hit: at the highest dose activity change, negative = inhibition, actives largely listed as inhibitors; AID 485314; P06746; actives 1.3% (n = 340,000); Pol beta primer extension/strand displacement, fluorescence kinetic; also: potency is read from the fitted curve at half-maximal effect; % is scaled to controls: 0 for no effect and ±100 for the full control effect
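Pol beta (10 nM) was preincubated with compound for 15 min at room temperature. The reaction was then started with 50 nM substrate and read immediately and after a further 10 min at room temperature.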
BLM helicase inh: blocks DNA unwinding by human BLM helicase; actives 0.2% (n = 350,000); P54132; AID 2528; recombinant BLM DNA unwinding, fluorescence dequenching; Potency, µM (doses to about 56.1 µM), without a hit: at the top dose activity change, negative = inhibition, actives largely listed as inhibitors;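 also: potency is read from the fitted curve at half-maximal effect; plate controls were vehicle for no effect and no enzyme for full effect; nearly all actives have a fitted effect of over 35% in size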
POLK inh: inhibitors of human DNA polymerase kappa; purified Pol kappa, fluorescent DNA synthesis assay, 10 min; Potency, µM (doses to about 107 µM), inactives show at the highest dose activity, negative = inhibition, usual class: inhibitors; actives 0.53% (n = 400,000); AID 588579; also: potency is read from the fitted curve at half-maximal effect; % is scaled to controls: 0 for no effect and ±100 for the full control effect
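Kinetic fluorescence screen: compound preincubated 15 min RT with 10 nM enzyme; 50 nM substrate (final) initiates; reads at 0/10 min.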
POLH inh: blocks human DNA polymerase eta activity | actives 1.2% (n = 390,000) | Q9Y253 | Potency, µM (doses to about 114 µM), for the others: top-dose activity change, negative = inhibition, actives largely listed as inhibitors | AID 588591 | recombinant Pol eta, fluorescent DNA replication assay; also: potency is read from the fitted curve at half-maximal effect; % is scaled to controls: 0 for no effect and ±100 for the full control effect
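Fluorescent replication assay: 50 nM final substrate added after a 15 min room-temperature compound preincubation with 10 nM enzyme. Signal taken at 0 min and again at 10 min.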
PGK inhibitor: blocks T. brucei phosphoglycerate kinase; P07378; PGK/GAPDH coupled, Kinase-Glo luminescence, 60 min; Potency, µM (series often up to 57.5 µM), without a hit: top-dose activity change, negative = inhibition, hits mostly inhibitors; actives 0.043% (n = 380,000); AID 602233; also: potency is read from the fitted curve at half-maximal effect; % is scaled to controls: 0 for no effect and ±100 for the full control effect; nearly all actives have a fitted effect of over 60% in size
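Recombinant glycosomal PGK reaction used 1,3-bisphosphoglycerate generated in-well by GAPDH (100nM final) in 100mM TEA pH 7.6, 5mM MgCl2, 0.01% Tween-20. After 60 minutes at room temperature, ATP was read by Kinase-Glo Plus luminescence end-point.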
* hit, by the source's call; i = inactive; ? = inconclusive; nt = not tested or not shown; [ ] = remark or other dose. Unless noted, calls follow the shape of the dose curve; as a rule, active = well fitted curve in the direction sought with a large enough effect; inconclusive = small, poorly fitted or top-dose-only effect, or another doubt; inactive = no such curve, though single readings can be large; an effect the other way counts as inactive or inconclusive. An excerpt, so the mix of outcomes need not match the whole.

SMILES	RXFP1 antagonist	Anesthetic bind	Pol iota inh	APEX1 inh	Pol beta inh	BLM helicase inh	POLK inh	POLH inh	PGK inhibitor
CC(C)Cc1nnc(NC(=O)c2cc(-c3ccccc3)nc3ccccc23)s1	-14.1	-12.2%	-2.6%	-9.6%	-21.8%	-6.8%	-13.1%	-2.7%	-2.7%
CN(C)CCOC(=O)COc1ccc(Cl)cc1	-16.1	-5.7%	?	-2.5%	18.6%[57.1 µM]	-6.3%	-15.7%[60.1 µM]	4.1%	-6.6%
CCOc1ccc(NC(=S)N(CCCN2CCOCC2)Cc2cn(C)c3ccccc23)cc1	-8.7	-11.8%	41.8%[activator]	1.4%	-21.0%	-0.3%	-25.8%	-5.5%	-2.9%
CCCn1nc(C(=O)OCC(=O)Nc2ncc(Cl)c(C)c2Cl)c2ccccc2c1=O	-26.7	-7.3%	24.7%	2.1%	-23.8%	-13.1%	-6.6%	-7.2%	-5.5%
Cc1ccc(-c2nc3ccccc3s2)cc1NC(=S)NC(=O)c1cccc2ccccc12	9.2	5.7%	-8.5%	0.0%	1.3%	-3.2%	1.7%	-5.0%	-4.9%
COc1cc(C(=O)NCc2ccc3c(c2)OCO3)c([N+](=O)[O-])cc1OC	7.2	-7.0%	9.4%	8.3%	17.8%	-4.3%	1.4%	-18.6%	-1.9%
O=C(Nc1ccccc1F)c1ccco1	-2.3	-4.4%	25.4%	-2.0%	-12.7%	2.7%	0.0%[60.1 µM]	-8.2%	7.5%
Cc1cccc(C)c1Nc1nnc(SCC(=O)NCc2cccs2)s1	-5.1	-10.0%	42.3%	-2.8%	4.5%	-0.6%	-8.0%	-23.9%	-0.3%
CCc1cc(=O)oc2cc(C)cc(OC(C)C(=O)O)c12 (stereo not given)	5.3	-1.7%	-5.1%	1.0%	0.6%	4.4%	0.8%	-10.9%	-0.9%
CCOC(=O)Cc1c(C)nc(Cc2ccc(OC(C)C)cc2)[nH]c1=O	-8.5	-8.2%	78.0%[activator]	-2.1%	30.6%[activator]	1.0%	7.4%	-5.7%	-7.8%

Overlap with the part before: two compounds; new compounds follow.
SMILES	RXFP1 antagonist	Anesthetic bind	Pol iota inh	APEX1 inh	Pol beta inh	BLM helicase inh	POLK inh	POLH inh	PGK inhibitor
CCc1cc(=O)oc2cc(C)cc(OC(C)C(=O)O)c12 (stereo not given)	5.3	-1.7%	-5.1%	1.0%	0.6%	4.4%	0.8%	-10.9%	-0.9%
CCOC(=O)Cc1c(C)nc(Cc2ccc(OC(C)C)cc2)[nH]c1=O	-8.5	-8.2%	78.0%[activator]	-2.1%	30.6%[activator]	1.0%	7.4%	-5.7%	-7.8%
CCCN(C(=O)c1cc2ccc3cccnc3c2[nH]1)c1ccc(F)cc1	-21.4	-8.9%	?	nt	19.4%	-1.5%	-1.6%	12.1%	-7.4%
COc1ccc(CCNC(=O)Cn2nc(-c3ccc(Cl)cc3)ccc2=O)cc1OC	-6.0	-17.2%	29.3%	nt	12.9%	2.0%	1.1%[60.1 µM]	-20.5%	-1.4%
COc1ccccc1NC(=O)Cn1c(=O)n(-c2ccccc2Cl)c(=O)c2sc3ccccc3c21	nt	-3.5%	18.2%	nt	25.8%	-5.4%	-5.1%	-16.0%	4.5%
Cc1c(C#N)c2ccccc2n1CC(=O)NCC1CCCO1 (stereo not given)	18.3	-12.1%	19.7%	-4.8%	11.2%	-1.2%	-6.0%	-3.2%	2.5%
Cc1ccc2c(c1)N(C(=O)CSc1nncn1C)C(C)(C)c1ssc(=S)c1-2	-10.4	?	-2.2%	-2.4%	-10.9%	-2.9%	-5.6%	-3.1%	i
COc1cnc(N(C)C)nc1Sc1ccc(Cl)cc1	-18.3	-2.5%	13.3%	-4.5%	6.5%	-4.3%	-17.3%	-0.1%	-7.7%
COc1ccc(NC(NC(=O)c2cccnc2)C(Cl)(Cl)Cl)cc1 (stereo not given)	-7.7	-10.0%	34.1%[activator]	5.5%	13.5%	0.7%	-19.3%	-7.6%	1.5%
Cc1nn(CCCC(=O)NCc2ccco2)c(=O)c2nn(-c3ccccc3)c(C)c12	-17.6	-6.2%	15.0%	24.6%	10.8%	0.8%	-1.2%	-5.6%	i
COC(=O)Cn1c(CN2CCOCC2)nc2c1c(=O)n(C)c(=O)n2C	-6.9	-6.6%	16.9%	15.0%	17.2%	-1.3%	-1.5%	-17.5%	-1.9%
C/C(=N\NC(N)=O)C1(C)CCCCC1	-0.3	?	-3.7%	1.3%	0.6%	-0.1%	-4.8%	-8.6%	i
CCN1CCN(C2CCN(C(C)=O)CC2)CC1	nt	-4.7%	nt	-1.7%	16.5%	0.9%	nt	nt	nt
O=C(NCC12CC3CC(C1)CC(CNC(=O)N1CCCC1)(C3)C2)N1CCCC1	-0.3	-0.4%	?	1.6%	-12.3%	-0.5%	-23.4%	-5.9%	i
Cn1c(CNC(=O)c2ccco2)nnc1SCC(=O)c1ccc(F)cc1	3.4	-2.0%	48.1%[activator]	25.6%	15.9%	-1.9%	-8.7%	-7.0%	-4.6%
CC(=O)NCCc1ccc(S(=O)(=O)NC2OC(=O)c3ccccc32)cc1 (stereo not given)	8.2	-6.4%	10.8%	-6.4%	-22.6%	0.4%	-7.8%	-2.8%	4.4%
CC(=O)Nc1ccc2c(COC(=O)[C@@H](NS(=O)(=O)c3ccc(C)cc3)C(C)C)cc(=O)oc2c1	0.5	nt	82.7%[activator]	3.9%	nt	nt	-11.9%	-3.3%	3.8%
COc1ccccc1NS(=O)(=O)c1ccc(C(=O)NCC(c2ccco2)N2CCCCC2)cc1 (stereo not given)	-5.9	nt	13.0%	nt	nt	nt	11.1%	-5.2%	-0.4%

Shown field by field: two of the compounds above
> CCOC(=O)Cc1c(C)nc(Cc2ccc(OC(C)C)cc2)[nH]c1=O
- RXFP1 antagonist: -8.5
- Anesthetic bind: -8.2%
- Pol iota inh: 78.0%[activator]
- APEX1 inh: -2.1%
- Pol beta inh: 30.6%[activator]
- BLM helicase inh: 1.0%
- POLK inh: 7.4%
- POLH inh: -5.7%
- PGK inhibitor: -7.8%
> CCCN(C(=O)c1cc2ccc3cccnc3c2[nH]1)c1ccc(F)cc1
- RXFP1 antagonist: -21.4
- Anesthetic bind: -8.9%
- Pol iota inh: ?
- APEX1 inh: nt
- Pol beta inh: 19.4%
- BLM helicase inh: -1.5%
- POLK inh: -1.6%
- POLH inh: 12.1%
- PGK inhibitor: -7.4%
